KCNQ1 inh: inhibitors of human KCNQ1 channel, primary screen, cell-based, thallium flux, high-throughput; B-score at 10 µM; AID 2642, 2010; CHO-K1 KCNQ1, FluxOR thallium flux fluorescence; active compounds read high; Potassium voltage-gated channel subfamily KQT member 1 (Homo sapiens), P51787; actives 1.3% (n = 310,000);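 active means compounds whose thallium flux B-score, printed positive for inhibition, exceeds three library SD while starting fluorescence stays within three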;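 further: channel opened by potassium depolarization with thallium stimulus after 20 min compound exposure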
PolyA inh: polyadenylation inhibitors in yeast reporter cells, primary screen, luminescence, S. cerevisiae | calls only at 12 µM | S. cerevisiae SKY197-pL101 polyadenylation reporter, beta-gal luminescence; efflux-impaired pdr1/pdr3 knockout yeast; score 100 = 6 SD above DMSO | actives 0.02% (n = 300,000) | AID 1875, 2009;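 active means lowest replicate activity score at least 50, where 100 means six control SD above control mean; inconclusive means lowest score under 50 but half or more replicates reach 50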;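 further: yeast exposed to compound for 9 h at 30 °C; higher score means more reporter readthrough which indicates perturbed polyadenylation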
hERG protect: hERG rescue from dofetilide block, primary screen, cell-based, CHO-hERG, FluxOR thallium flux, dofetilide IC70. dofetilide IC70 present. Voltage-gated inwardly rectifying potassium channel KCNH2 (Homo sapiens), Q12809. activation (rescue from dofetilide block), less the hit threshold, % at 10 µM. actives 0.51% (n = 310,000);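 active means activation above the mean of controls blocked by dofetilide plus 5 SD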;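 further: thallium influx through hERG after potassium depolarization seen as dye fluorescence rise; in these data hits start at about 4.7%; inactives centre near -7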
KCNK9 inh: KCNK9 potassium channel inhibitors, primary screen, HEK293 cells, thallium flux. B-score at 10 µM. actives 1.2% (n = 310,000). Potassium channel subfamily K member 9 (Homo sapiens), Q9NPC2. FluxOR thallium flux fluorescence; active compounds read low;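 active means ratio B-score over 3 SD below the library mean, with starting fluorescence within 5 SD of its mean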;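 further: negative B-score means less thallium flux so channel inhibition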
KCNK3 inh: human KCNK3 channel inhibitors, primary screen, CHO cells, FluxOR thallium flux, B-score | B-score at 10 µM | AID 602410, 2012 | Potassium channel subfamily K member 3 (Homo sapiens), O14649 | actives 0.84% (n = 340,000) | FluxOR fluorescence; active compounds read low;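 active means B-score under library mean minus 4 SD, starting fluorescence ratio at most library mean plus 5 SD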;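 further: more negative B-score means stronger inhibition of thallium flux through KCNK3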
Target sequence (O14649 whole entry, looked up): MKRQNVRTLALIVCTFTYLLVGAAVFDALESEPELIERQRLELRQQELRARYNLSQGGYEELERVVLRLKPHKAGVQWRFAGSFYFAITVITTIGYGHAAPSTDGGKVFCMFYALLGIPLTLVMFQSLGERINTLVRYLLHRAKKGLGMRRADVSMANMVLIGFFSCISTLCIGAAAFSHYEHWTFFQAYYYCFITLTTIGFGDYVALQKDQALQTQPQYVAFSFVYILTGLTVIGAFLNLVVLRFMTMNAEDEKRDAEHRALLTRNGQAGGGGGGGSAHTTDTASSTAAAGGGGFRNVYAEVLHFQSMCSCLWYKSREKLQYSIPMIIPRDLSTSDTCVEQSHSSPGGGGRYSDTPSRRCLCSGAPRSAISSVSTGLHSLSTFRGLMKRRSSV
Dyrk1A ADPGlo: rat Dyrk1A kinase inhibitors, primary screen, biochemical, single point, plate reader | ADP-Glo luminescence, NFATc1 peptide | inhibition, % at 12.5 µM | actives 0.43% (n = 310,000) | AID 504441, 2011; in the data active means inhibition above about 50%;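 further: plate controls were vehicle with enzyme for no effect and no enzyme for full effect; many of its hits are not listed in these tables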
GSK3beta inhib: human GSK3beta kinase inhibitors, primary screen, biochemical, cell-free homogeneous, HTS | actives 0.038% (n = 300,000) | activity score (negative = inhibition), % at 10 µM | AID 2097, 2009 | GST-GSK3beta kinase, ADP-Glo luminescence, 60 min; active compounds read low | Glycogen synthase kinase-3 beta (Homo sapiens), P49841;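 active means more than half of replicate wells score below -50%, meaning over 50% inhibition versus plate controls; inconclusive means some replicates but at most half score below -50%; inactive means no replicate scores below -50%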;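 further: 0% = median DMSO wells and -100% = median GW8510 positive control wells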
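Test system: GST-tagged human GSK3beta kinase, cell-free; evaluation: activity score scaled between in-plate DMSO and GW8510 controls; measured by: ADP-Glo luminescence; incubation: 60 min reaction, RT; benchmarks: DMSO and 20 µM GW8510; reagent: peptide substrate plus 25 µM ATP (final); medium: Tris/MgCl2 kinase buffer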
KCNQ1 pot: potentiators or activators of KCNQ1 channel, primary screen, cell-based, thallium flux, high-throughput. AID 2648, 2010. B-score at 10 µM. actives 0.35% (n = 310,000). CHO-K1 KCNQ1, thallium flux FluxOR fluorescence; active compounds read high;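 active means fluorescence ratio B-score, a plate-corrected score, at least three library SD, with initial intensity B-score within 5 SD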
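Medium – assay buffer, equal DMSO in all wells · Material – CHO-K1 cell line with stable KCNQ1 potassium channel expression · Signal – kinetic FluxOR thallium fluorescence, 10-s 1-Hz baseline, 110-s post-stimulus read · Compound – single concentration per compound, DMSO matched to controls · Schedule – 37 °C overnight plating, 90-min dark dye load, 20-min compound pretreatment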
GSK3A inh: blockers of GSK3A enzyme activity – biochemical, luminescence, cell-free homogeneous, HTS, primary screen; actives 0.1% (n = 320,000); AID 2650, 2010; inhibition, % at 10 µM; Glycogen synthase kinase-3 alpha (Homo sapiens), P49840; GSK-3 alpha kinase, ADP-Glo luminescence, 60 min;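 in the data active means inhibition above about 50%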;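 further: GST-tagged GSK-3 alpha with peptide substrate and 25 µM ATP; 0% = DMSO neutral wells and 100% = GW8510 positive control wells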
RGS4 act: RGS4 potentiators or activators, primary screen, cell-based, HEK293 M3R inducible RGS4, calcium flux | carbachol calcium flux Fluo4; active compounds read low | B-score at 10 µM | actives 0.92% (n = 310,000);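 active means B-score of the integrated calcium signal more than 4 SD below the library mean, with starting fluorescence not abnormally high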;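 further: negative B-score means reduced calcium response which marks RGS4 activation or potentiation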
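Assay system: Inducible-RGS4 HEK293 cells carrying M3 receptor | Schedule: Compound preincubation 20 min at room temperature before agonist | Signal: Kinetic calcium fluorescence imaging with Fluo4-AM dye, 2 µM | Read-out basis: B score from integrated fluorescence ratio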
HDAC3 inhib: HDAC3 deacetylase inhibitors, primary screen, biochemical, fluorescence, cell-free homogeneous | actives 0.15% (n = 320,000) | recombinant HDAC3, fluorogenic peptide/trypsin coupled | Histone deacetylase 3 (Homo sapiens), O15379 | inhibition, % at 8.3 µM | AID 2718, 2010; in the data active means inhibition above about 26%, passing the limit was not always enough; inconclusive means no clear call, values can overlap the other calls
Target sequence (O15379 whole entry, looked up): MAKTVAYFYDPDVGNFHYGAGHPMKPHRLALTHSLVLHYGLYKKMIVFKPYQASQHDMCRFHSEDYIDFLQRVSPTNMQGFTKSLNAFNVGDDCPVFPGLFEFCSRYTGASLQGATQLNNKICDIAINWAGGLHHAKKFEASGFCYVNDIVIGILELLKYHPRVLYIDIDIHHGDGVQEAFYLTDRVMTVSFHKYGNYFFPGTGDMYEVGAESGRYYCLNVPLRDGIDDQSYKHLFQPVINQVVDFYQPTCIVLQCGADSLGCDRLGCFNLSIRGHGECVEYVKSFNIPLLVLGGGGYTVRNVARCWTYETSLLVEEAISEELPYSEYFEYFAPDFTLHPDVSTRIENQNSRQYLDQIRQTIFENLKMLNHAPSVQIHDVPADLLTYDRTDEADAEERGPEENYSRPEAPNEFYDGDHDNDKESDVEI
Numbers without * were called inactive; i = inactive; ? = inconclusive; nt = no result given. Only part of the results is shown; count on the stated rates, not on these rows.

SMILES | KCNQ1 inh | PolyA inh | hERG protect | KCNK9 inh | KCNK3 inh | Dyrk1A ADPGlo | GSK3beta inhib | KCNQ1 pot | GSK3A inh | RGS4 act | HDAC3 inhib
COc1ccc(-c2nc(-c3ccncc3)no2)c(OC)c1 | i | i | -4 | i | i | 12 | nt | i | 7 | i | 3
CCN(CC(=O)NCc1cccs1)C(=O)c1cccc(S(=O)(=O)NC)c1 | i | i | -9 | i | i | nt | 4 | i | -3 | i | 0
Cc1ccc(O)c(NC(=O)C2CC(c3cccc(Br)c3)=NO2)c1 (centres undefined) | i | i | 0 | i | i | -5 | nt | i | -1 | i | -4
COCCC(=O)N1CCC(Oc2ccc(C(=O)NCc3ccon3)cc2)CC1 | i | i | -10 | i | i | 3 | 0 | i | 2 | i | -10
CCn1ccnc1CNC(=O)CC1C(=O)NCCN1Cc1ccccc1F (centres undefined) | i | i | -1 | i | i | -10 | -1 | i | -2 | i | -1
COC(=O)c1sc(N)c(C(=O)OC)c1COC(=O)CNS(=O)(=O)c1ccc(C)c(C)c1 | i | i | -14 | i | i | -9 | -1 | i | -2 | i | 3
O=C(O)CCC(=O)Nc1ccc(N=Nc2ccccc2)cc1 | i | i | -8 | i | i | 0 | 1 | i | nt | i | nt
Cc1onc(-c2ccccc2)c1C(=O)N/N=C/c1ccc(O)c([N+](=O)[O-])c1 | i | i | -8 | i | i | 1 | -3 | i | nt | i | 11
CCCC(=O)Nc1ccc(Cl)c(NC(=O)c2cccnc2Cl)c1 | i | i | -11 | i | i | 9 | 3 | i | 2 | i | 5
CC(=O)N1N=C(c2c(-c3ccccc3)c3cc(C)ccc3[nH]c2=O)CC1c1ccco1 (centres undefined) | i | i | -19 | i | i | -1 | 0 | i | 0 | i | 0
CCc1ccc(C(C)NC(=O)Cn2cnc3c(=O)n(C)c(=O)n(C)c32)cc1 (centres undefined) | i | i | -5 | i | i | -6 | 0 | i | -1 | i | -5
COc1cccc(CNS(=O)(=O)c2cc3c(cc2C)NC(=O)CO3)c1 | i | i | -8 | i | i | 1 | -1 | i | -1 | i | -4
Cc1cc(C)c(S(=O)(=O)c2cc(F)ccc2C)c(Cl)n1 | i | i | -8 | i | i | 7 | 3 | i | 0 | i | 1
COC(=O)C(CCSC)NC(=O)C12CC3CC(CC(C3)C1)C2 (centres undefined) | i | i | 0 | i | i | 0 | 1 | i | -6 | i | 3
Nc1nc(SCC(=O)O)[nH]c(=O)c1NC(=O)c1ccco1 | i | i | -4 | i | i | -10 | -1 | i | 1 | i | 2
O=C(CN1C(=O)c2cccc3cccc1c23)Nc1ccccc1 | i | i | -11 | i | i | 3 | 1 | i | -2 | i | -3
CC1CCC(NC(=O)CCNS(=O)(=O)c2ccccc2)CC1 (centres undefined) | i | i | -8 | i | i | -4 | 4 | i | -2 | i | -3
CCCn1c(C)cc(/C=C(\C#N)C(=O)OCC(=O)Nc2cc(OC)c(OC)c(OC)c2)c1C | i | i | -5 | i | i | 2 | -4 | i | -6 | i | ?
O=C(NCc1ccccc1)c1ccc(CSc2ccccc2)o1 | i | i | -3 | i | i | 1 | -2 | i | -3 | i | -3
O=C(CN1C(=O)NC2(CCCc3ccccc32)C1=O)NCc1ccco1 (centres undefined) | i | i | -7 | i | i | -2 | 1 | i | -1 | i | 2
COc1cc(CNC(=O)C2CC2)ccc1OCc1ccccc1 | i | i | -8 | i | i | -3 | 0 | i | -2 | i | 0
O=C(CCCc1nc2ccccc2s1)NNC(=O)CCN1CCN(Cc2ccccc2)CC1 | i | i | -11 | i | i | nt | 3 | i | -3 | i | 3
CC(C)c1ccccc1NC(=O)CN1C(=O)c2ccccc2C1=O | i | i | -4 | i | i | -5 | nt | i | 2 | i | -7
Cc1cccc(C)c1C(=NCCN(C)C)c1ccccc1 | i | i | -12 | i | i | nt | 0 | i | 1 | i | 1
CCN(CC)c1ccc(NC(=O)COC(=O)c2ccc3ccccc3n2)cc1 | i | i | -12 | i | i | 4 | 5 | i | -3 | i | 6
SMILES | KCNQ1 inh | PolyA inh | hERG protect | KCNK9 inh | KCNK3 inh | Dyrk1A ADPGlo | GSK3beta inhib | KCNQ1 pot | GSK3A inh | RGS4 act | HDAC3 inhib
O=C(NC1CCCC1)c1ccc(Cl)c(S(=O)(=O)N2CCCCC2)c1 | i | i | -9 | i | i | -6 | 1 | i | -3 | i | 5
COc1ccc(/C=C/C(=O)Nc2cccc(C(C)=O)c2)cc1 | i | i | -4 | i | i | 56* | 1 | i | -3 | i | 6
CC(C)(C)[C@H]1C=C(C(=O)NCc2ccccc2)O[C@@H](OCCCCO)C1 | i | i | -4 | i | i | -15 | -1 | i | 0 | i | -1
Cc1ccc(C)c(NC(=S)NC2CC3CCC(C2)N3Cc2ccco2)c1 (centres undefined) | i | i | -2 | i | i | -2 | -1 | i | -4 | i | 2
O=C(COc1ccc(Br)cc1)N1CCNC1=O | i | i | -9 | i | i | -2 | -1 | i | nt | i | nt
Cc1cccc(N2CCN(C(=O)c3ccc4c(c3)NC(=O)C(CSCc3cccc(F)c3)N4)CC2C)c1 (centres undefined) | i | i | -11 | i | i | 0 | 4 | i | -1 | i | 1
CC(=O)NC(Cc1cccc(C)c1)C(=O)NC1CCN(c2ncccc2[N+](=O)[O-])CC1 (centres undefined) | i | i | -7 | i | i | -3 | 3 | i | -3 | i | 2
Cc1ccccc1NS(=O)(=O)c1ccc2[nH]cc(C(=O)N(C)Cc3ccco3)c(=O)c2c1 | i | i | -6 | i | i | 5 | 0 | i | -3 | i | -1
COc1ccc(CN2C(=O)c3cccnc3C2=O)cc1S(=O)(=O)N1CCCCC1 | i | i | -8 | i | i | -4 | nt | i | -2 | i | 6
O=C(Nc1nc(-c2cc(F)ccc2F)cs1)c1cccc(N2C(=O)CCC2=O)c1 | i | i | -4 | i | i | 4 | 0 | i | nt | i | nt
CC(C)(C)N1C(=O)[C@H]2[C@@H](c3ccc(Br)cc3)N3C(=O)N(c4cccc(F)c4)C(=O)[C@@]3(Cc3ccccc3)[C@H]2C1=O | i | i | -4 | i | i | 0 | 0 | i | nt | i | 0
CS(=O)(=O)N1CCC(C(=O)Nc2ccccc2F)CC1 | i | i | 4 | i | i | -6 | 0 | i | -3 | i | 6
Cc1cccc(CN(C)CCc2ccccn2)c1 | i | i | -6 | i | i | -12 | -1 | i | -4 | i | 0
COC(=O)c1ccccc1NC(=O)CSc1nc(N)cc(=O)[nH]1 | i | i | -11 | i | i | -8 | -1 | i | -1 | i | 0
CCn1c(SCC(=O)NNC(=S)Nc2ccc(C)cc2)nnc1-c1ccc(Cl)cc1 | i | i | -6 | i | i | -2 | -1 | i | -3 | i | 0
CCn1c(=O)c(C(=O)Nc2ccsc2C(=O)OC)c(O)c2ccccc21 | i | i | -10 | i | nt | nt | -1 | i | -5 | i | -3
O=C(c1cnn(C(=O)COc2ccc(Cl)cc2)c1)c1ccccc1O | i | i | -7 | i | i | -2 | -5 | i | -5 | i | 8
O=C(O)c1cccc(N/N=C/c2ccc(-c3ccccc3)cc2)c1 | i | i | -3 | i | i | 7 | 2 | i | nt | i | nt
O=C1c2ccccc2C2(c3ccccc3)NCCN12 (centres undefined) | i | i | -5 | i | i | 2 | 1 | i | -1 | i | 0
Cc1ccc(CNC(=O)CCS(=O)(=O)c2cc3c(cc2C)NC(=O)CO3)cc1 | i | i | -8 | i | i | 0 | 0 | i | 3 | i | 3
CC1C=CCC2C(=O)N(c3cccc(C(=O)NCc4ccccc4)c3)C(=O)C12 (centres undefined) | i | i | -3 | i | i | 2 | 1 | i | -3 | i | -2
CCOC(=O)c1sc(NC(=O)C(OC(C)=O)c2ccccc2)nc1C (centres undefined) | i | i | -8 | i | i | nt | -1 | i | 0 | i | 11
COc1ccc(OC)c(/C(O)=C/C(=O)C(=O)Nc2cc(C)ccc2OC)c1 | i | i | -5 | i | i | 1 | 3 | i | -1 | i | -4
O=c1c2cnn(-c3ccccc3)c2nnn1Cc1ccccn1 | i | i | -2 | i | i | 4 | 0 | i | -1 | i | 1
COc1ccc(/C=N/NC(=O)c2cc(C(C)(C)C)[nH]n2)cc1COc1ccc(F)cc1F | 6* | i | -12 | i | i | nt | -5 | i | 2 | -12* | 18
SMILES | KCNQ1 inh | PolyA inh | hERG protect | KCNK9 inh | KCNK3 inh | Dyrk1A ADPGlo | GSK3beta inhib | KCNQ1 pot | GSK3A inh | RGS4 act | HDAC3 inhib
O=C(COC(=O)CNC(=O)C12CC3CC(CC(C3)C1)C2)Nc1ccccc1 | i | i | 0 | i | i | 11 | 3 | i | nt | i | 11
N/C(=N\OC(=O)CC(c1ccccc1)c1ccccc1)c1cccnc1 | i | i | 4.6* | i | i | -1 | -3 | i | -1 | i | nt
CC(=O)N1CC=CC1(CC(C)C)C(=O)NCCN1CCOCC1 (centres undefined) | i | i | -11 | i | i | -12 | -5 | i | 2 | i | -4
NS(=O)(=O)c1cc2c(cc1Cl)NC(c1ccccc1OCC(=O)O)NS2(=O)=O (centres undefined) | i | i | -5 | i | i | -4 | -1 | i | -2 | i | -4
Cn1c2c(c(=O)n(C)c1=O)CN(CCCN1CCOCC1)CN2 | i | i | -9 | i | i | nt | -1 | i | 1 | i | 2
CSc1ccccc1NC(=O)C(=O)c1c[nH]c2ccccc12 | i | i | -3 | i | i | nt | -10 | i | -1 | i | 3

Screening results as filed in PubChem BioAssay.
